# From PubChem BioAssay
# ERa coact inh: ER-alpha (human) coactivator binding inhibition; P03372; TR-FRET ER-alpha LBD / SRC-1 peptide, estradiol-bound; actives 1.7% (n = 86,000); inhibition, % at 25.6 µM; in the data active = inhibition above about 50%;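 also: 0% = receptor plus peptide control and 100% = peptide only without receptor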
# Target sequence (P03372 whole entry, looked up, the tested form may be a part): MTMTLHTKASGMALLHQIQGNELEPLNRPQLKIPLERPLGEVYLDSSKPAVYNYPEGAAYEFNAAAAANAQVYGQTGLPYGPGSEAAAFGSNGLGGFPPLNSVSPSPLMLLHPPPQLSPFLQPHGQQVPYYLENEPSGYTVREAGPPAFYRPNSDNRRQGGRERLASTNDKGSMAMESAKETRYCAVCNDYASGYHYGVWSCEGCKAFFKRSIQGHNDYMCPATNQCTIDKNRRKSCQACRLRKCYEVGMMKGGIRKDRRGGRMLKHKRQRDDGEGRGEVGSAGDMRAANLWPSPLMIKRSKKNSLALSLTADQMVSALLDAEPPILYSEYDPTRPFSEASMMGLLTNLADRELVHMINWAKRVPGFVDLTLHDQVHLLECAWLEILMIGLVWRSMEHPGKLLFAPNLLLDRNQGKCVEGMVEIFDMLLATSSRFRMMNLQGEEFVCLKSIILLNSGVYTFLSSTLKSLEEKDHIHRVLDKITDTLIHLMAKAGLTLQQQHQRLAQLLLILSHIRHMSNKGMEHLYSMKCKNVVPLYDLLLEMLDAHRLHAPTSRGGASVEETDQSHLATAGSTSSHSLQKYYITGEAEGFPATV
# VCAM1 TNFa inh: reduces TNF alpha induced VCAM1 expression in HUVEC. HUVEC TNFa-induced VCAM-1 immunofluorescence, high-content imaging. inhibition, % at 2 µM. actives 0.48% (n = 95,000). AID 802;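 active = inhibition above the batch mean plus 3 SD, with images confirmed as a hit by eye, cut at about 37% in these data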;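 also: 0% = TNF-stimulated DMSO wells and 100% = unstimulated control wells; not every result past the cut was called active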
# PTPN22 act: increases human PTPN22 phosphatase activity; Q9Y2R2; activation, % at 2 µM; AID 697; actives 0.11% (n = 96,000); recombinant LYP, DiFMUP fluorescence; 0 = plate median, 100 = signal doubled;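 active = activation at 2 µM above a set limit, the mean plus 5 SD, cut at about 37% in these data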
# cytoskel mod: modifiers of cytoskeleton assembly; inhibition, % at 2 µM; actives 0.18% (n = 91,000); HUVEC TNFa F-actin phalloidin imaging, high content;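 active = inhibition above the batch mean plus 3 SD and confirmed as a hit by visual image inspection, cut at about 30% in these data, passing the limit was not always enough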; also: strong numbers were not always called active
# FAK inh: FAK (human) kinase inhibition. Q05397. biochemical FAK kinase activity assay. inhibition, %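 (tested at 7 µM)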. actives 0.84% (n = 97,000). AID 727; in the data active = inhibition above about 19%;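 also: 0% = DMSO and 100% = reference compound high control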
# IL1B cytotox: toxic to HUVEC cells under IL-1B stimulation; HUVEC cell count loss, Hoechst imaging, IL-1B stimulated; cell count reduction, % at 2 µM; actives 0.41% (n = 94,000);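 active = cell count reduction more than 3 SD above the screen-wide mean, cut at about 70% in these data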;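 also: normalized per plate to untreated control cells as the no-loss baseline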
# LYP inh 2: inhibitors of human LYP (PTPN22) phosphatase; inhibition, % at 2 µM; Q9Y2R2; recombinant LYP catalytic domain, DiFMUP fluorescence; actives 0.21% (n = 96,000);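 active = inhibition at 2 µM at or above a set limit, the screen mean plus 3 SD, cut at about 24% in these data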;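 also: 0% = DMSO with enzyme and 100% = enzyme fully blocked by orthovanadate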
# PTK2B oligo ant: blocks oligomerization of human Pyk2 in cells. z-score (the deposit names both 25 µM and 10 µM). Q293 cells, Pyk2 FERM NanoBiT luminescence; hits give low values. actives 0.83% (n = 99,000). Q14289;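 active = Z-score of -3 or lower, scaled per plate to the spread of control and sample wells; inactive = z-score above -3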;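 also: negative z-score means lost luminescence so less FERM oligomerization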
# TNFa cytotox: HUVEC cytotoxicity counter-screen, TNF alpha stimulated. HUVEC TNFalpha-stimulated, Hoechst cell count, imaging. cell count reduction, % at 2 µM. actives 0.17% (n = 93,000). AID 848;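 active = cell count reduction exceeding the screen mean by over 5 SD, scaled to untreated wells per plate, cut at about 78% in these data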;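 also: cells counted after 24 h of TNF alpha exposure following the 1 h pretreatment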
# The depositor's hits bear a star; x = no result given; [ ] = dose if it differs, or a comment.
SMILES	PTK2B oligo ant	cytoskel mod	ERa coact inh	LYP inh 2	PTPN22 act	IL1B cytotox	TNFa cytotox	FAK inh	VCAM1 TNFa inh
Cc1nc(-c2ccccc2)nc2[nH]c(C(C)C)cc(=O)c12	-1.2	x	-3	-19	18	-37	x	2	x
O=C(Cc1ccccc1)NC1CCN(C(=O)NCc2ccccc2)CC1	0.7	-14	-1	-2	5	-18	4	0	2
CCC(=O)Nc1ccc2c(c1)nc(CCN1CCN(C)CC1)n2C	-0.42	-6	-4	-3	1	-12	-19	-2	21
COc1ccc(C(=O)C(OC(=O)c2ccc(C)c(NC(C)=O)c2)c2ccccc2)cc1 (configuration not stated)	-1.4	3	x	-8	8	-18	-15	1	-8
Cc1nn(-c2ncc(C(F)(F)F)cc2Cl)c(=O)n1-c1ccccc1	0.36	x	-9	5	-3	-3	-4	-3	5
C(=C\c1ccccc1)/CSc1nnc(-c2cnccn2)n1Cc1ccco1	1.1	0	-29	-4	0	4	-16	-1	14
CCOC(=O)c1cc2c(=O)n3cccc(C)c3nc2n(CCOC)c1=NC(=O)c1ccncc1	x	2	4	7	-3	-6	-9	2	4
Cc1ccc(CCNc2ccccc2C)cn1	1.5	-3	-17	-7	7	18	-2	1	-14
O=C(NCc1ccccc1)c1c(F)c(F)c(F)c(F)c1F	0.03	-13	0[fluorescence artefact?]	-3	5	-10	4	1	6
COC(=O)c1ccccc1NC(=O)c1nc2nc(C)cc(C(F)F)n2n1	0.89	-3	5	-7	5	12	x	3	14
Cc1c(NC(=O)/C=C/c2cccs2)c(=O)n(-c2ccccc2)n1C	0.12	-3	x	4	-4	-8	3	-2	26
CCC(C(=O)Nc1ccccc1C(=O)N1CCOCC1)N1C(=O)c2ccccc2C1=O (configuration not stated)	1.8	x	6[fluorescence artefact?]	-4	7	-1	-56	1	-13
Cc1cc(NC(NC(=O)c2ccco2)(C(F)(F)F)C(F)(F)F)no1	0.5	3	-3	-13	16	10	-4	-6	24
CCC(=O)NCCCCCCNC(=O)CC	0.6	6	-4	-3	3	x	-22	-1	11
Cc1ccc(C)c(NS(=O)(=O)c2cc(C(=O)Nc3ccccc3-c3ccccc3)ccc2C)c1	-2.3	-5	x	6	-3	-100	-30	5	-28
O=C(CSCc1ccccc1Cl)NN1C(=O)c2ccccc2C1=O	1.2	0	x	-2	4	-7	-3	-4	6
CCCn1c(=N)n(CCOc2ccc(OC)cc2)c2ccccc21	0.68	12	-1	-14	17	-33	-5	-3	4
CCCn1c(C(C)NC(=O)c2ccccc2)nc2ccccc21 (configuration not stated)	-1.7	0	x	0	2	-35	-9	-1	18
N#Cc1ccc(CSc2nnc(-c3ccccc3)n2Cc2ccco2)cc1	-1.2	-9	-4	0	4	-6	6	3	2
COc1cccc2c(=O)c(SC(F)(F)C(F)C(F)(F)F)c(C)[nH]c12 (configuration not stated)	-0.51	0	-2	-4	1	-6	-20	0	-3
O=C(O)C=C1CCN(c2ncc(C(F)(F)F)cc2Cl)CC1	1.3	12	x	10	-7	19	-12	-1	-1
O=c1[nH]c2ccccc2c(=O)n1Cc1ccccc1	2.1	19	-8	-11	13	-11	-35	2	-10
CC(=O)N1CCc2cc(S(=O)(=O)CCC(=O)Nc3c(C)n(C)n(-c4ccccc4)c3=O)ccc21	0.81	15	-3	1	-3	-10	-19	1	1
O=C(Nc1ccccc1)N1CCCC1	-0.39	2	-3	-6	7	x	-20	0	3
Cc1ccc(C)c(Cn2nnc3c(=O)[nH]c(C4CCCN(C(=O)CC(C)C)C4)nc32)c1 (configuration not stated)	-1	6	4	-16	15	7	-9	3	0
CCOC(=O)CNC(=O)CSc1nnc(SCC(=O)NCC(=O)OCC)s1	0.03	-2	3	-1	-1	-2	-28	1	0
O=S(=O)(c1cccc(F)c1)N1CCN(Cc2ccc3c(c2)OCO3)CC1	-0.12	8	-6	4	-3	41	-20	-2	14
COc1ccc(OC)c(-c2cc(C(=O)Nc3c(C)nn(Cc4ccccc4Cl)c3C)no2)c1	-0.21	-8	6	10	-12	2	7	0	-15
Cn1nc(C(=O)NCc2ccccn2)c2ccccc2c1=O	0.13	x	4	-13	12	-10	x	-3	x
Cc1cc(C)c2nc(Cl)c(CN(Cc3ccco3)C(=O)Nc3ccccc3C)cc2c1	-0.87	-50	x	5	-1	20	26	2	5

# The results go on.
SMILES	PTK2B oligo ant	cytoskel mod	ERa coact inh	LYP inh 2	PTPN22 act	IL1B cytotox	TNFa cytotox	FAK inh	VCAM1 TNFa inh
COc1ccccc1C(=O)Oc1ccc(C(C)(C)C)cc1	0.24	-1	-2	-2	5	-2	-26	2	-3
COc1ccc(-c2nc3ccccc3n2Cc2ccccc2)cc1	-1.1	1	-4	-6	5	14	7	3	16
Cc1cc(C)n2nc(C(=O)OCC(=O)Nc3ccc4c(c3)OC(F)(F)O4)nc2n1	0.13	2	-3	-16	17	11	-2	2	16
Cc1ccccc1NC(=O)CSc1nnc(-c2ccoc2C)n1CCc1ccccc1	-1.4	5	1[fluorescence artefact?]	8	-7	23	12	10	-14
CC(=O)c1cn(CC(=O)Nc2ccc(C)cc2)c2ccccc12	1.8	3	x	7	-8	-10	-13	1	-6
Cc1cc(-c2nnc(SCC(=O)NC3CCCC3)o2)no1	-0.77	10	0	-5	5	10	-22	-4	0
O=C(OCc1ccccc1)c1cccc(-c2nnc(-c3ccccc3)o2)c1	-1.1	-22	x	5	-2	28	-18	2	-28
COc1ccc(NC(=O)C(=O)NNC(=O)c2cccs2)c(OC)c1	0.92	-5	x	-2	5	6	5	-11	17
Cc1cccc(C)c1NC1=NC(=S)N(c2ccccc2)C12CCOC(C)(C)C2 (configuration not stated)	0.25	16	-8	13	-13	5	-24	1	8
CC1C2C(c3ccccc3)N(C)C(=O)N(C)C2N(C)C(=O)N1C (configuration not stated)	1.8	27	3	4	-3	-16	-20	5	-2
Cc1cc(=O)c2c(O)c(O)ccc2o1	0.72	17	-3	3	-4	1	-9	-8	20
O=C1C2CC=C(Cl)CC2C(=O)N1CCc1ccccc1 (configuration not stated)	0.43	5	9	11	-12	-133	-15	0	6
COc1ccc(CCNC(=O)CCNS(=O)(=O)c2cccc3nonc23)cc1OC	1.2	x	-8	4	-1	5	-16	1	12
Cc1ccc(S(=O)(=O)c2nc(Nc3ccccc3N3CCOCC3)sc2Cl)cc1	-2	6	2	9	-7	-14	2	1	-12
COc1ccc(Cc2nc(-c3ccc(Cl)cc3)no2)cc1	1.3	-6	-1	-4	2	-6	-3	2	-8
CN(NC(=O)c1cccc(Cl)c1)c1nc(-c2ccccc2)nnc1C(F)(F)F	-2.2	8	x	5	-2	0	-7	-4	-6
CC1Cc2ccccc2N1C(=O)Cn1nnc(-c2ccccc2NC(=O)C2CCC2)n1 (configuration not stated)	-1.8	0	1	0	-1	-6	-35	1	11
Cn1c(SC/C=C/c2ccccc2)nnc1-c1cccs1	0.01	-5	5	-5	2	-10	-3	-3	18
COc1ccc(Oc2nnc(-c3ccccc3)cc2C#N)cc1	1.4	7	x	-2	4	20	13	1	12
CCc1nc2ccccc2c(C(=O)OC2CCOC2=O)c1C (configuration not stated)	1.6	x	-5	4	-7	-30	-14	1	11
COc1ccc(C(=O)CSc2nnc(-c3ccccc3)o2)cc1	-0.5	15	22	2	-3	-26	-17	2	-9
O=C(NC(=S)Nc1ccc2oc(-c3cccnc3)nc2c1)c1cccc(Cl)c1	1	-1	x	0	4	-4	-26	-6	3
CSc1ccccc1NC(=O)CN(Cc1ccc(Cl)cc1)S(C)(=O)=O	0.31	4	-20	2	0	-14	-10	-1	-15
Cc1ccc(OCc2nnc(SCC(=O)N3CCOCC3)n2C)cc1	-0.35	0	1	-23	20	-1	-32	-4	14
COc1ccc(/C=C2/C(=O)N=C(N)N2C)cc1OC	0.55	5	-12	-3	5	-5	x	-1	4
COC(=O)c1ccc(NC(=O)CSc2nnc(-c3ccncc3)n2N)cc1	0.1	26	-14	6	-8	8	-29	0	8
CCOC(=O)C1CCN(C(=O)CSc2cc(=O)n(C)c3ccccc23)CC1	-0.3	-52	5[fluorescence artefact?]	-5	2	-10	1	-8	2
COc1ccc(N2CCN(C(=O)C3CCCN(S(=O)(=O)c4cccc5cccnc45)C3)CC2)cc1 (configuration not stated)	x	2	2	2	-3	12	19	-1	2
Cc1nnc(N(CCC#N)CCC#N)s1	-0.13	21	-10	6	-6	-9	-4	1	-18
c1cn2c(NC3CCCC3)c(-c3ccc(N4CCOCC4)cc3)nc2cn1	x	0	5	-5	4	-6	-43	x	19

# Other compounds.
SMILES	PTK2B oligo ant	cytoskel mod	ERa coact inh	LYP inh 2	PTPN22 act	IL1B cytotox	TNFa cytotox	FAK inh	VCAM1 TNFa inh
Cn1cccc1Cc1nnc(SCC(=O)NCc2ccccc2Cl)n1-c1ccc(F)cc1	x	-4	-5[fluorescence artefact?]	-2	-1	19	-4	7	-5
Cc1ccc(S(=O)(=O)N/N=C2/CC(c3ccccc3)Oc3ccccc32)cc1 (configuration not stated)	0.07	-42	-7	-4	7	17	58	-4	1
Cc1ccc(OCCn2cc(Br)c(=O)[nH]c2=O)cc1	-0.15	30	-4	9	-5	3	-9	5	-14
Cc1cccc(OCC2=NS(=O)(=O)c3ccccc3N2)c1	0.6	x	0	1	-2	-39	-27	0	-2
CCCCNC(=S)N/N=C1\C(=O)c2cccc3cccc1c23	-0.08	-17	x	-9	9	20	-20	0	-6
CCOC(=O)C1CCCN(CC(=O)Nc2c(C(=O)OC)[nH]c3ccc(Br)cc23)C1 (configuration not stated)	0.82	1	-12	9	-11	-26	-31	-6	-3
CCCC(c1nnnn1CCC(C)C)N1CCC(C(N)=O)CC1 (configuration not stated)	0.62	-20	x	-1	0	15	10	4	1
CC(=O)Nc1ccc(S(=O)(=O)CCC(=O)O)cc1	-0.38	-1	-31	-13	9	-18	-4	0	-7
CCc1ccc(-n2c(SCC(=O)Nc3cc(C)[nH]n3)nc3[nH]ncc3c2=O)cc1	-0.35	46	1	5	-8	-4	1	4	2
CN=C1S/C(=C\c2cccn2-c2cccc(Br)c2)C(=O)N1C	x	10	10[fluorescence artefact?]	11	-10	-22	x	-1	-5
O=C(COC(=O)c1cn(-c2ccccc2)nc1-c1ccccc1)c1cccc([N+](=O)[O-])c1	-0.61	28	x	6	-4	25	-4	7	4
O=C(N/N=C/C1C(c2ccccc2)C1(Cl)Cl)c1cccc(Br)c1 (configuration not stated)	-1.1	-12	x	16	-12	-23	-4	3	2
Cc1ccc(CNC(=O)C2CCCN2C(=O)NCc2ccccc2)cc1 (configuration not stated)	0.23	2	-7	8	-8	23	-25	-3	12
O=C(COc1ccc(Br)cc1)Nc1ccc([N+](=O)[O-])cn1	1.9	-12	x	-7	10	-6	1	1	-7
CC(C)c1ccc(OCC(=O)Nc2cccc3c2CCCC3)cc1	0.04	4	x	14	-10	-27	-16	-14	3
Cc1coc(NC(=O)CSc2nc(-c3ccc(Cl)cc3)cc(C(F)(F)F)c2C#N)n1	0.42	-6	13	7	-4	-1	5	-4	22
CCCCc1c(O)nc(SCC(=O)NC(C)(C)C)n(-c2ccccc2C)c1=O	1.3	1	0	0	3	-11	-2	3	3

# Sorted by molecular weight (falling): three of the compounds above.
SMILES	PTK2B oligo ant	cytoskel mod	ERa coact inh	LYP inh 2	PTPN22 act	IL1B cytotox	TNFa cytotox	FAK inh	VCAM1 TNFa inh
CN=C1S/C(=C\c2cccn2-c2cccc(Br)c2)C(=O)N1C	x	10	10[fluorescence artefact?]	11	-10	-22	x	-1	-5
Cc1ccc(OCCn2cc(Br)c(=O)[nH]c2=O)cc1	-0.15	30	-4	9	-5	3	-9	5	-14
Cc1cccc(OCC2=NS(=O)(=O)c3ccccc3N2)c1	0.6	x	0	1	-2	-39	-27	0	-2

# Not a hit list; overall some 3.8% were active at least once.
